Assay outcomes: PubChem, National Center for Advancing Translational Sciences (NCATS)
MBNL1 CUG block = qHTS Assay for Inhibitors of MBNL1-poly(CUG) RNA binding. Muscleblind-like protein 1 (Homo sapiens), Q9NR56. TR-FRET MBNL1-His/biotin-(CUG)12 binding, 665/545 ratio. Potency, µM (top dose mostly 57.5 µM), inactives show at the highest dose activity change, negative = inhibition, most hits filed as inhibitors. 280,000 compounds, 0.036% hits; active = well fitted inhibition curve with a large enough effect in the signal ratio, with a control signal flat, not every such curve was filed as active; inconclusive = small, poorly fitted or top-dose-only effect, or effect the other way, or a change in a side signal; inactive = no such curve, though single readings can be large or run the other way; the % refers to the signal ratio; also: potency is read from the fitted curve at half-maximal effect; % is scaled to controls: 0 for no effect and ±100 for the full control effect
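Compound titration spanned 92 nM–58 uM against the MBNL1-His/biotin-(CUG)12 complex. After 60 min at room temperature with 5 nM streptavidin-XL665 and 0.055 ng/ul terbium anti-His, ratiometric 665/545 nm emission (Ex 340 nm) normalized to controls.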
GALK inhibitor = qHTS Assay for Inhibitors of Human Galactokinase (GALK); AID 1868, 2009; Potency, µM (doses to about 57.5 µM), without a hit: top-dose activity change, negative = inhibition, usual class: inhibitors; Purified GALK, Kinase-Glo residual ATP luminescence; 270,000 compounds, 0.007% hits; also: potency is read from the fitted curve at half-maximal effect; % is scaled to controls: 0 for no effect and ±100 for the full control effect
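The enzyme phosphorylates galactose (100 uM) using ATP (35 uM); inhibition is detected as higher residual ATP, quantified by bioluminescence after 1 h reaction at room temperature, pH 8.0.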
S-ASM inh = Inhibitors of Secretory Acid Sphingomyelinase (S-ASM): qHTS | Sphingomyelin phosphodiesterase (Homo sapiens), P17405 | placental ASM, HMU-PC fluorogenic substrate, 60 min | Potency, µM (top dose mostly 57.5 µM), for inactives: at the top dose activity change, negative = inhibition, hits mostly inhibitors | 340,000 compounds, 0.006% hits; also: potency is read from the fitted curve at half-maximal effect
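Human placenta-derived ASM preincubated with compound 10 min at room temperature, then reacted with 9 uM (final) fluorogenic HMU-PC substrate for 60 min at 37 C. Stop solution raises pH to 10; fluorescence read at Ex 386/Em 447 nm.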
FBPA coupling cs = qHTS Assay for Inhibitors of Fructose-1,6-bisphosphate Aldolase from Giardia Lamblia: Coupling assay counterscreen. activity change, negative = inhibition, % at 58.2 µM, hits read low. coupling enzyme system counterscreen, AmpLite Red fluorescence. 290,000 compounds, 0.67% hits; in the data active = activity change below about -30%; also: % is scaled to controls: 0 for no effect and ±100 for the full control effect
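Counterscreen of the coupled detection system alone, without aldolase: glyceraldehyde-3-phosphate coupling enzymes plus AmpLite Red readout. Compounds at 57.5 uM final, 10 min RT preincubation, 20 min RT reaction, fluorescence 525/598 nm.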
Integrin act MD = qHTS for Activators of Integrin-Mediated Alleviation for Muscular Dystrophy | alpha7betagal myoblasts, beta-gal FDG fluorescence, 48 h | AID 624291, 2012 | Potency, µM (highest dose often 38.3 µM), without a hit: at the highest dose activation, hits mostly activators | 350,000 compounds, 0.064% hits;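 also: potency is read from the fitted curve at half-maximal effect; 100% = response of the positive control SU9516; nearly all actives have a fitted effect of over 60% in size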
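Alpha7betagal+/- myoblasts (passage 13) were plated 16-24 hr, then exposed to compounds (1:260 dilution of DMSO stock) for 48 hours at 37C. After MPER lysis, β-galactosidase reporter activity was read as FDG fluorescence (ex 480/em 540) after 30 minutes.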
KCNH2 WT inh = qHTS for Inhibitors of KCHN2 3.1: Wildtype qHTS. Voltage-gated inwardly rectifying potassium channel KCNH2 (Homo sapiens), Q12809. U2OS, BacMam KCNH2, thallium flux FluxOr; hits give low values. activity change, % at 1.84 µM. 340,000 compounds, 0.37% hits;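 active = maximum activity change below -70%; inconclusive = maximum activity change between -70% and -50%; inactive = maximum activity change above -50%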; also: % is scaled to controls: 0 for no effect and ±100 for the full control effect
Target sequence (Q12809 whole entry, looked up): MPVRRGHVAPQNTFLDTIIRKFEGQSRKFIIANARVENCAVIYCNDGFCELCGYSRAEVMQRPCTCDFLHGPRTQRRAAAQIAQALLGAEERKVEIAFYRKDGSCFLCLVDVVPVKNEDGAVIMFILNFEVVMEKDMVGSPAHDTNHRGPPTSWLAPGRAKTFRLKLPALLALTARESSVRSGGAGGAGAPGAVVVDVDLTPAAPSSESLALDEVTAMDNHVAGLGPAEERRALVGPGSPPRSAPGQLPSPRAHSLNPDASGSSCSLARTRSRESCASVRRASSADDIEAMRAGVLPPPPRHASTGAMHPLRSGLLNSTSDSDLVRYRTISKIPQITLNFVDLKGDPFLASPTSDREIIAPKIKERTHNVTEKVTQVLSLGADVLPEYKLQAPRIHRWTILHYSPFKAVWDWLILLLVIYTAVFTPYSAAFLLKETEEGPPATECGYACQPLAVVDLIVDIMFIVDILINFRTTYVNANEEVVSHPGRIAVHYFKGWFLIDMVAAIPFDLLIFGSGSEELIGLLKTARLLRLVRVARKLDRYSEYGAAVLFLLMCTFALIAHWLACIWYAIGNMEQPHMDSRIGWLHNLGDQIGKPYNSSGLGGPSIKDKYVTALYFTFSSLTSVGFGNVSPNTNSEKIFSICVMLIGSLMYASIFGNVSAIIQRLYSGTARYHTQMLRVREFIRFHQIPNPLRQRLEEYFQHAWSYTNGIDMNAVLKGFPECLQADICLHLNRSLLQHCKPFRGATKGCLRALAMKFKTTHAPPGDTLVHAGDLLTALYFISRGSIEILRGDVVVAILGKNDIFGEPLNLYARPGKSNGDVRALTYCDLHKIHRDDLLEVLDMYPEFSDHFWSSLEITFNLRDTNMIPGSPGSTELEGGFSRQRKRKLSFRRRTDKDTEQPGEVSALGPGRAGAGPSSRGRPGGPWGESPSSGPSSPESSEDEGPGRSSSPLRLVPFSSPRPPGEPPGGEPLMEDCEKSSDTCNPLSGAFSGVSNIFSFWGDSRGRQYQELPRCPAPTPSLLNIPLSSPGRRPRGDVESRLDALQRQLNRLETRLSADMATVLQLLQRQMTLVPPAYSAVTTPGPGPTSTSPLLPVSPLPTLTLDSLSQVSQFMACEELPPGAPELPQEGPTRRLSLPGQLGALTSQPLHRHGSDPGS
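U2OS cells transduced with wild-type KCNH2 virus are loaded with FluxOr dye for 45 min, and thallium flux is measured in kinetic reads before and after stimulation buffer. Rate constants are normalized to DMSO controls.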
A-T KAP1 phos = qHTS Assay for Identifying a Potential Treatment of Ataxia-Telangiectasia; Potency, µM (doses to about 57.5 µM), for the others: at the highest dose activation, hits mostly activators; […] A-T fibroblasts, KAP-1 phosphorylation AlphaLISA; neocarzinostatin DNA damage 30 min before lysis; 320,000 compounds, 0.19% hits; AID 485349, 2010; also: potency is read from the fitted curve at half-maximal effect; % of control where 0% means no effect; nearly all actives have a fitted effect of over 45% in size
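hTERT-immortalized A-T patient fibroblasts ([…]), 500 cells/well in OPTI-MEM, 1% FBS, got compounds for 60 min, then NCS for 30 min at 37C. Lysates were then assayed for phospho-KAP-1 by AlphaLISA (anti-pKAP1 donor, anti-KAP1 acceptor beads), 6 hr at 25C.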
KCNH2 3.1 inh = qHTS for Inhibitors of KCHN2 3.1: Mutant qHTS. U2OS KCNH2 3.1, thallium flux FluxOr; hits give low values. activity change, % (tested at about 1.8 µM). 340,000 compounds, 0.95% hits. AID 720553, 2013;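 active = maximum activity change below -70%; inconclusive = maximum activity change from -70% to -50%; inactive = maximum activity change above -50%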;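 also: thallium influx rate constant from kinetic fluorescence after stimulation buffer; % is scaled to controls: 0 for no effect and ±100 for the full control effect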
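We transduce U2OS cells with the mutant 3.1 virus, culture them overnight, load FluxOr with Red40 quencher for 45 min, then add stimulation buffer and read kinetically for 2 min to derive a normalized rate constant.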
TRPV1 agonist = HTS Assay for Compounds that Act as Agonists of the Vanilloid Receptor 1; Transient receptor potential cation channel subfamily V member 1 (Homo sapiens), Q8NER1; TRPV1-expressing cells, Fluo-8 calcium influx, agonist mode; activation, % at 8.33 µM; 320,000 compounds, 0.19% hits; AID 540275, 2011; in the data active = activation above about 80%; inconclusive = between about 30% and that limit; also: 0% is about no effect
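Cells expressing TRPV1 were dye-loaded with Fluo-8 and read kinetically: 10 s baseline, 3 min after compound (agonist portion), then 2 min after EC20 capsaicin (allosteric enhancer portion). Calcium-bound dye fluorescence at 480/520 nm.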
MLL CXXC-DNA inh = qHTS Fluorescence Polarization Assay for Inhibitors of MLL CXXC domain - DNA interaction. Histone-lysine N-methyltransferase 2A (Homo sapiens), Q03164. MLL-CXXC / FITC-HOXA9 DNA fluorescence polarization. Potency, µM (top dose mostly 115 µM), for inactives: top-dose activity change, negative = inhibition, hits mostly inhibitors. 290,000 compounds, 0.037% hits; active = well fitted inhibition curve with a large enough effect in the polarisation, with a control signal flat, not every such curve was filed as active; inconclusive = small, poorly fitted or top-dose-only effect, or effect the other way, or a change in a side signal; inactive = no such curve, though single readings can be large or run the other way; the % refers to the polarisation; also: potency is read from the fitted curve at half-maximal effect
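Purified MLL-CXXC (added from a 7 uM solution) was preincubated 5 min at ambient with pinned compounds in 50 mM Tris-HCl pH 7.5, 50 mM NaCl, 1 mM DTT, 0.05% BSA. Fluorescein-labeled HOX-A9 DNA (50 nM solution) followed, 30 min, then polarization read.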
An asterisk follows results filed as active; i = inactive; ? = inconclusive; / = not tested or not shown; [ ] = remark or other dose. Unless noted, calls follow the shape of the dose curve; as a rule, active = well fitted curve in the direction sought with a large enough effect; inconclusive = small, poorly fitted or top-dose-only effect, or another doubt; inactive = no such curve, though single readings can be large; an effect the other way counts as inactive or inconclusive.

SMILES	MBNL1 CUG block	GALK inhibitor	S-ASM inh	FBPA coupling cs	Integrin act MD	KCNH2 WT inh	A-T KAP1 phos	KCNH2 3.1 inh	TRPV1 agonist	MLL CXXC-DNA inh
Cc1nn(C)c(Cl)c1CN1CCCC(CO)(Cc2ccccc2)C1 (stereo not given)	-16%	-1%	1%	1	-42%	0	-1%	-85*	-1	7%
Cc1ccsc1/C=N/NC(=O)c1ccco1	?	1%	-1%	2	0%	7	6%	/	0	21%
COc1cc(Cl)ccc1OCc1cc(C(=O)N[C@H]2CCCCNC2=O)no1	4%	-1%	-1%	/	12%	-11	8%	-6	1	3%
CC(=O)c1c(C)[nH]c(C(=O)OCC(=O)N2CCc3ccccc32)c1C	-4%	-1%	0%	0	-69%[inhibitor]	10	15%	8	2	-17%
Cn1c(C(=O)NCCN2CCOCC2)cc2c(=O)n(C)c3ccccc3c21	-10%	2%	0%	-2	-11%	-1	11%	8	-1	7%
CCCCCC(=O)Nc1cc(S(=O)(=O)O)cc2cc(S(=O)(=O)O)cc(O)c12	/	/	-12%	/	6%	-2	/	8	/	/
C=CCC1C=C(C)CC(CC=C)N1 (stereo not given)	/	0%	1%	1	-12%	-2	-3%	-3	0	4%
S=C1c2ccccc2CN1c1ccccc1	-13%[11.5 µM]	/	3%	1	26%	-1	7%	-6	7	-5%
Cc1ccccc1-c1nc(Cc2ccccc2)no1	-8%	1%	-8%	5	24%	-9	5%	-12	3	-1%
Cc1nn2c3ccccc3n(CC(=O)c3cccs3)c2nc1=O	-4%	2%	0%	-1	-5%	-11	-5%	10	-1	-5%
Cc1nn(C(C)C(=O)Nc2ccc(Cl)cn2)c(C)c1[N+](=O)[O-] (stereo not given)	9%	0%	2%	-1	8%	0	1%	-1	0	9%
Cc1cccc(C2=NN(c3ccccc3)[C@@H](C(=O)N3CCOC3=O)[C@@H]2C)c1	/	/	222%[activator]	-8	15%	-6	9%	10	/	/
CC(=O)c1ccc(NC(=O)C2CCCN(S(=O)(=O)c3cccc4nonc34)C2)cc1 (stereo not given)	?	-1%	-2%	-2	23%	5	-9%	-26	5	7%
COc1cccc(CN(C)CC(=O)Nc2ccccc2C(=O)Nc2ccccc2)c1	3%	-3%	3%	0	9%	3	-2%	-6	?	-7%
COc1ccc(OCc2cc(C(=O)N3CCCN(C(C)=O)CC3)no2)c(Cl)c1	-6%	8%	2%	/	12%	-17	-3%	13	-2	2%
CCn1c(NCc2c[nH]c3ccccc23)nc2ccccc21	/	/	-1%	/	-4%	0	/	0	/	/
CN(Cc1ccco1)C(=O)CSc1nc(C2CC2)n(-c2ccccc2)n1	/	/	-1%	/	-12%	1	2%	17	22	/
COc1ccc(OC)c(NC(=O)Cn2c(CCC(=O)O)ccc2-c2ccccc2)c1	0%	1%	4%	4	7%	2	1%	3	1	17%
Cc1cccc(NC(=O)CSc2nnc(NC(=O)c3ccco3)s2)c1	6%	-1%	1%	10	-60%[inhibitor]	/	-1%	3	-6	-1%
CCCCCCCCn1c(=O)c(C(=O)OCC)c(O)c2ccccc21	6%	0%	-10%	1	0%	3	-5%	6	12	-3%
COc1ccc(NC(=O)CN(C)C(=O)c2ccccc2SCC(=O)N2CCCC2)cc1	/	/	3%	/	12%	-6	4%	5	2	/
COC(=O)C(CC(C)C)NC(=O)/C=C/c1ccccc1Cl (stereo not given)	-10%	1%	3%	1	23%	3	3%	1	?	4%
O=C(C(Cl)Cl)N1CCN(c2ccccn2)CC1	/	-1%	-1%	4	12%	-11	9%	0	9	1%
Cc1ccc(C)c(S(=O)(=O)N2CCN(C(=O)CN3C(=O)NC(C)(C)C3=O)CC2)c1	/	/	4%	/	-25%	2	6%	10	1	/
COC(=O)C(C(=O)Nc1ccc(OC)cc1)C1CCCCCC1 (stereo not given)	-4%	-3%	-2%	0	6%	8	1%	-1	15	-1%
Cc1cc(=O)oc2cc(OCC(=O)NCCCN3CCCC3=O)c(Cl)cc12	2%	-7%	6%	/	11%	-14	8%	-3	0	45%
CN1c2ccccc2C(C)(C)C12C=Nc1c(cc(N3CCOCC3)c3ccccc13)O2 (stereo not given)	11%	-1%	5%	-66*	-19%	6	8%	-5	1	9%
CCC(=O)N1CCc2cc(Br)cc(S(=O)(=O)C3(C(=O)OC)CC3)c21	4%	0%	1%	2	2%	16	-3%	-1	1	-1%
COCCn1c(N)c(C(=O)NCc2cccs2)c2nc3ccccc3nc21	9%	3%	i	-19	-21%[7.66 µM]	2	34%	7	25	-4%
CC[C@@]1(C(=O)OC)N[C@H](CN(C)C(=O)Nc2ccccc2)[C@@H]2C(=O)N(Cc3ccccc3)C(=O)[C@@H]21	/	/	-2%	/	0%	-16	9%	7	/	/
CN(c1nc2ccccc2n2c(-c3ccco3)nnc12)S(=O)(=O)c1ccccc1	52%[activator]	0%	0%	1	-10%	19	10%	11	-1	6%
O=C1CC(N2CCC(O)(c3ccc(Br)cc3)CC2)C(=O)N1c1ccc(Cl)cc1 (stereo not given)	/	1%	-5%	1	19%	6	-2%	0	-3	2%
CCOc1cccc(C(=O)N(Cc2cccc(F)c2)C2CCS(=O)(=O)C2)c1 (stereo not given)	-1%	5%	3%	2	25%	2	-5%	2	0	-2%
Cn1c(CC(=O)NNC(=O)c2ccc(Cl)nc2)nc2ccccc21	/	/	0%	/	-9%	-3	-3%	-11	/	/
CC12CC(c3ccccc3O1)N(C(=O)c1ccco1)C(=S)N2c1ccccc1 (stereo not given)	4%	1%	-2%	-1	6%	-3	/	6	1	-5%
Cc1ccc(NC(=O)CS(=O)CC(=O)N(C2CCCC2)C(C)C(=O)NC2CCCCC2)cc1 (stereo not given)	-9%	-4%	-2%	7	4%	-14	9%	17	-1	-3%
CCOc1ccccc1NC(=O)CSC1=C(C#N)C(c2ccco2)C(C(=O)Nc2nc3ccccc3s2)=C(C)N1 (stereo not given)	91%[activator]	0%	472%[activator]	4	11%	-22	3%	-14	3	22%
COc1ccc(Cl)cc1N(CC(=O)Nc1cccc(SC)c1)S(C)(=O)=O	-2%	-2%	-1%	-2	-11%	-7	-2%	-25	0	11%
CSc1ccc(CN2CCCC(CO)(Cc3ccccc3)C2)cc1 (stereo not given)	-12%	8%	1%	0	-15%	43	3%	?	23	3%
c1ccc(CSc2nnnn2-c2ccccc2)cc1	-5%	0%	-1%	-1	10%	-9	3%	-3	3	7%
Cc1nc(NC(=O)c2ccc(Br)s2)sc1C(=O)N(C)C	4%	1%	-1%	2	26%	2	6%	1	9	-2%
Cc1cc(O)c(C(=O)/C=C/c2ccccc2Br)c(=O)o1	22%	2%	3%	1	-12%	-11	4%	7	5	?
N#CCCN(C(=O)COC(=O)C1=COCCO1)c1ccc(F)cc1	/	/	/	/	13%	3	9%	-2	0	/
CCc1ccc(C(c2ccc(CC)cc2)C(Cl)Cl)cc1	/	/	-10%	/	/	1	?	-5	4	/
CCN(CC)S(=O)(=O)c1ccc(OCCNS(C)(=O)=O)cc1	-2%	-4%	-5%	0	-3%	-7	-1%	6	2	-1%
O=C(O)[C@@H]1CCCN1C(=O)COc1ccc2c3c(c(=O)oc2c1)CCC3	21%	/	78%[activator]	-1	17%	0	0%	-8	3	1%
CCN(C(=O)COC(=O)c1cccc2ccccc12)c1c(N)n(Cc2ccccc2)c(=O)[nH]c1=O	/	/	1%	/	16%	-14	/	-26	/	/
CCCCOC(=O)Nc1ccccc1C(=O)N1CCCC1	?	/	1%	0	5%	-5	6%	-2	3	5%
Cc1c(C(=O)NCCN2CCOCC2)sc2nc(-c3ccc(F)cc3)cn12	/	/	-3%	/	?	-3	/	-5	/	/
CCCSc1nc(C)cc(C)c1C(N)=O	-4%	3%	2%	0	8%	-2	0%	-2	1	2%
